Compound activity (PubChem)
Tcruzi prolif = T. cruzi intracellular proliferation inhibitors, primary screen, cell-based, beta-gal Tulahuen parasites, NIH3T3 host, luminescence; T. cruzi beta-gal in NIH3T3, GalScreen luminescence, 90 h; inhibition, % at 8.34 µM; hit rate 5.9% among 77,000; AID 624255, 2012;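 active means mean inhibition above about 93%, with at least 55% of replicates each passing it, limit read from the data, passing the limit was not always enough; inconclusive means only one of those two conditions holds; inactive means neither condition holds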
Pf Dd2 inh = P. falciparum Dd2 growth inhibitors, primary screen, SYBR Green fluorescence, single dose replicates; 72 h; hits give low values; AID 1159554, 2015; hit rate 2.3% among 94,000; activity change, % at 10 µM; in the data active means activity change below about -80%; inconclusive means no clear call, values can overlap the other calls
KDM4C inh = inhibitors of GASC-1 (KDM4C) histone demethylase, primary screen, biochemical, single concentration HTS | GST-KDM4C 2-372, H3K9me3 peptide, LANCE TR-FRET | inhibition, % at 12.5 µM | hit rate 0.15% among 96,000 | Lysine-specific demethylase 4C (Homo sapiens), Q9H3R0;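 active means mean replicate inhibition above about 25%, with at least 55% of replicates also reaching it, limit read from the data, passing the limit was not always enough; inconclusive means only one of those two conditions met; inactive means neither condition met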
Target sequence (Q9H3R0 2-372 limits assumed): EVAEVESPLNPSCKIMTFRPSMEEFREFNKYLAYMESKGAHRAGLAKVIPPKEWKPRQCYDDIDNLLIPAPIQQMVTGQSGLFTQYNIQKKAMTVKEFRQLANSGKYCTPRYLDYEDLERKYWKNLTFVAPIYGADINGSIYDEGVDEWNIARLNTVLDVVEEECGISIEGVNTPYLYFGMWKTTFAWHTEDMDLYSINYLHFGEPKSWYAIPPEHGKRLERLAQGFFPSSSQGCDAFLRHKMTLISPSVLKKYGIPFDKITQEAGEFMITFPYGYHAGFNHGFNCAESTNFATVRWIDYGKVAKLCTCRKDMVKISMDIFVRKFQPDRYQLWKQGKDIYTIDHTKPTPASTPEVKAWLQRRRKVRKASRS
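reagent = H3K9me3 peptide substrate, Fe(II), 2-oxoglutarate | system = GST-tagged GASC-1 (JMJD2C) catalytic fragment, aa 2-372 | amount = enzyme final amount 10 nM | read-out = Fall in 671/618 emission ratio as inhibition | medium = HEPES buffer, pH 7.5, plus ascorbate | schedule = 30 min reaction, 60 min detection, RT | measured by = LANCE TR-FRET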
C diff HTS = C. difficile growth inhibitors, primary screen, HTS; hit rate 0.25% among 86,000; AID 1259249, 2017; growth activity, negative = inhibition, % at 16 µg/mL (by protocol); Clostridium difficile clinical isolate growth, OD600, 24 h; hits give low values;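 active means mean growth activity at or below -80% and every replicate also at or below -80%; inconclusive means mean at or below -80% but some replicate above -80%; inactive means mean growth activity above -80%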;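 further: 0% = DMSO wells and -100% = levofloxacin 16 µg/mL wells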
* marks the source's active call; other numbers are inactive results; u = inconclusive; x = no result given; & = joins results of further samples.

nr	SMILES	Tcruzi prolif	Pf Dd2 inh
1	C[C@H]1CN([C@@H](C)CO)C(=O)CCCn2nncc2CO[C@@H]1CN(C)C(=O)Cc1ccccc1	5	8
2	CO[C@H]1CN(C)C(=O)c2ccc(NC(=O)Nc3cccc(F)c3)cc2OC[C@@H](C)N(C(=O)Nc2c(C)noc2C)C[C@H]1C	x	-41
3	C[C@H]1CN([C@@H](C)CO)C(=O)c2cc(NC(=O)C3CCCCC3)ccc2O[C@H]1CN(C)Cc1ccc2c(c1)OCO2	7	28
4	C[C@H](CO)N1C[C@H](C)[C@@H](CN(C)Cc2ccc(F)cc2)OCc2ccccc2-c2ccccc2C1=O	52	-52
5	COc1ccc(S(=O)(=O)N(C)C[C@@H]2Oc3ccc(NS(=O)(=O)c4cn(C)cn4)cc3C(=O)N([C@@H](C)CO)C[C@@H]2C)cc1	47	17
6	O=C(C[C@@H]1CC[C@@H]2[C@H](COC[C@@H](O)CN2Cc2cccc(C(F)(F)F)c2)O1)NCc1ccccc1	34	7
7	C/C=C/c1ccc([C@H]2[C@H](CO)N(c3nc(CC)cs3)[C@H]2CNC(C)C)cc1	90	-81*
8	CNC[C@@H]1Oc2cc(C#CCN(C)C)ccc2S(=O)(=O)N([C@@H](C)CO)C[C@H]1C	3	-19

nr	KDM4C inh	C diff HTS
1	0.3	-2
2	0.5	x
3	1.0	2
4	1.9	4
5	-4.5	x
6	-0.8	x
7	-0.3	3
8	16	5

For convenience, some entries already given:
nr	SMILES	Tcruzi prolif	Pf Dd2 inh
7	C/C=C/c1ccc([C@H]2[C@H](CO)N(c3nc(CC)cs3)[C@H]2CNC(C)C)cc1	90	-81*
8	CNC[C@@H]1Oc2cc(C#CCN(C)C)ccc2S(=O)(=O)N([C@@H](C)CO)C[C@H]1C	3	-19

nr	KDM4C inh	C diff HTS
7	-0.3	3
8	16	5

(listing goes on)
nr	SMILES	Tcruzi prolif	Pf Dd2 inh
9	COc1cccc(-c2ccc(C3[C@H]4CNC[C@@H]3N4S(=O)(=O)c3cccc(Cl)c3)cc2)c1 (stereo partly drawn)	x	-17&-45
10	CCCC(=O)Nc1ccc2c(c1)OC[C@H](C)N(C(=O)c1cccnc1)C[C@@H](C)[C@@H](OC)CN(C)C2=O	13	9
11	CCCNC(=O)N1CC2(CCN(S(=O)(=O)CC)CC2)c2c([nH]c3cc(OC)ccc23)[C@@H]1CO	x	14
12	C[C@@H]1CN([C@@H](C)CO)C(=O)c2cccc(NS(=O)(=O)c3ccccc3)c2O[C@H]1CN(C)C(=O)Nc1ccccc1	41	-8
13	C[C@H](CO)N1C[C@H](C)[C@H](CN(C)Cc2ccc(F)cc2)Oc2ncc(/C=C/c3ccccc3)cc2C1=O	x	-63
14	CO[C@@H]1CN(C)C(=O)c2ccc(NC(C)=O)cc2OC[C@@H](C)N(Cc2ccc(F)cc2)C[C@H]1C	51	-44
15	Cc1ccc(S(=O)(=O)Nc2ccc3c(c2)C(=O)N([C@H](C)CO)C[C@@H](C)[C@@H](CN(C)S(=O)(=O)c2ccc(F)cc2)OCCCC[C@H](C)O3)cc1	x	-56
16	CC(C)NC(=O)Nc1ccc2c(c1)CC(=O)N([C@@H](C)CO)C[C@@H](C)[C@@H](CN(C)C(=O)Nc1ccc(C(F)(F)F)cc1)O2	x	8

nr	KDM4C inh	C diff HTS
9	-0.1&-3.2	52&53
10	12	x
11	-1.0	-10
12	10	12
13	-0.9	26
14	-0.1	x
15	-0.1	-3
16	-2.7	1

3 compounds from above, arranged by length of the SMILES, ascending.
nr	SMILES	Tcruzi prolif	Pf Dd2 inh
11	CCCNC(=O)N1CC2(CCN(S(=O)(=O)CC)CC2)c2c([nH]c3cc(OC)ccc23)[C@@H]1CO	x	14
14	CO[C@@H]1CN(C)C(=O)c2ccc(NC(C)=O)cc2OC[C@@H](C)N(Cc2ccc(F)cc2)C[C@H]1C	51	-44
12	C[C@@H]1CN([C@@H](C)CO)C(=O)c2cccc(NS(=O)(=O)c3ccccc3)c2O[C@H]1CN(C)C(=O)Nc1ccccc1	41	-8

nr	KDM4C inh	C diff HTS
11	-1.0	-10
14	-0.1	x
12	10	12

The listing continues:
nr	SMILES	Tcruzi prolif	Pf Dd2 inh
17	C[C@@H]1CN([C@H](C)CO)C(=O)Cc2cc(N(C)C)ccc2O[C@H]1CN(C)C(=O)Nc1ccc(C(F)(F)F)cc1	81	0
18	C[C@H](NC(=O)C[C@H]1C[C@@H]2c3cc(NC(=O)c4cccnc4)ccc3O[C@@H]2[C@@H](CO)O1)c1ccccc1	-39	-5
19	COc1ccc(S(=O)(=O)N(C)C[C@H]2OCc3cn(nn3)CCCC(=O)N([C@H](C)CO)C[C@H]2C)cc1	31	12
20	O=C(C[C@@H]1CC[C@H](NC(=O)c2ccccc2)[C@@H](CO)O1)NCCc1ccncc1	x	x
21	CO[C@@H](CN(C)S(=O)(=O)c1ccc(Cl)cc1)[C@@H](C)CN(Cc1ccccc1Cl)[C@H](C)CO	u	-52
22	C/C=C/c1ccc2c(c1)O[C@@H](CN(C)C(=O)NC(C)C)[C@H](C)CN([C@H](C)CO)S2(=O)=O	1	-3
23	C[C@H]1CN([C@@H](C)CO)C(=O)c2cc(-c3cccc(C(=O)N(C)C)c3)cnc2O[C@@H]1CN(C)C(=O)Cc1ccccn1	-11	0
24	O=C(N[C@@H]1CC[C@@H](CCn2cc(C3CC3)nn2)O[C@@H]1CO)c1cccnc1	-19	5

nr	KDM4C inh	C diff HTS
17	0.5	0
18	0.9	x
19	1.3	-6
20	3.2	0
21	2.7	x
22	0.1	2
23	2.0	4
24	0.0	x

Next section:
nr	SMILES	Tcruzi prolif	Pf Dd2 inh
25	C[C@H](CO)N1C[C@H](C)[C@@H](CN(C)C(=O)Nc2ccc(F)cc2)Oc2ccc(NC(=O)c3ccncc3)cc2C1=O	14	29
26	C[C@H]1CN([C@@H](C)CO)C(=O)c2cc(NC(=O)Nc3ccc(C(F)(F)F)cc3)ccc2O[C@@H]1CN(C)Cc1ccc(Cl)c(Cl)c1	84	-33
27	CCC(=O)N(C)C[C@H]1[C@@H](c2ccc(-c3ccccc3F)cc2)[C@@H](CO)N1C(C)=O	18	10
28	CC(C)NC(=O)N(C)C[C@H]1Oc2cc(C#Cc3ccccn3)ccc2S(=O)(=O)N([C@H](C)CO)C[C@@H]1C	18	5
29	C[C@H](CO)N1C[C@H](C)[C@H](CN(C)C(=O)Nc2ccc(F)cc2)Oc2ccc(NC(=O)CCC(F)(F)F)cc2CC1=O	-3	17
30	C[C@@H]1CN([C@@H](C)CO)C(=O)Cc2cc(NC(=O)C3CC3)ccc2O[C@H]1CN(C)Cc1ccc(Cl)c(Cl)c1	124*	-61
31	O=C(C[C@H]1CC[C@@H](NC(=O)C2CCOCC2)[C@@H](CO)O1)NCC1CC1	x	7
32	COc1cccc(NC(=O)N[C@H]2CC[C@H](CC(=O)NCc3ccccn3)O[C@H]2CO)c1	-46	0

nr	KDM4C inh	C diff HTS
25	-1.0	2
26	0.1	1
27	-1.6	-7
28	-0.3	-4
29	2.4	7
30	0.7	33
31	-1.4	-6
32	-1.3	-1

Further entries
nr	SMILES	Tcruzi prolif	Pf Dd2 inh
33	C[C@@H]1CN([C@H](C)CO)C(=O)c2cccc(NS(=O)(=O)c3ccc(F)cc3)c2O[C@H]1CN(C)S(=O)(=O)c1ccccc1	11	6
34	COCCNC(=O)C[C@@H]1CC[C@H]2[C@H](COc3ccc(NC(=O)C4CCCC4)cc3C(=O)N2C)O1	-12	6
35	Cc1cc(C(=O)Nc2cccc3c2O[C@@H](CN(C)S(=O)(=O)c2ccc(F)cc2)[C@H](C)CN([C@H](C)CO)C3=O)n(C)n1	32	4
36	CN1c2ccc(C#Cc3cccnc3)cc2[C@@H]2[C@@H](CCN2C(=O)CN2CCOCC2)[C@H]1CO	13	24
37	CC(C)NC(=O)Nc1ccc2c(c1)C(=O)N(C)[C@H]1CC[C@H](CC(=O)NCC3CCCCC3)O[C@@H]1CO2	22	-14
38	O=C(C[C@H]1C=C[C@@H](NC(=O)Nc2ccccc2)[C@H](CO)O1)NCc1ccccn1	7	-24
39	Cc1noc(C)c1NC(=O)N(C)C[C@H]1Oc2ccc(NC(=O)Nc3ccccc3)cc2CC(=O)N([C@@H](C)CO)C[C@@H]1C	-16	9
40	O=C(CCN1CCCCC1)N[C@H]1CC[C@@H](CCNS(=O)(=O)c2ccccc2)O[C@H]1CO	19	-3

nr	KDM4C inh	C diff HTS
33	-1.1	-3
34	1.7	-1
35	1.6	1
36	-0.3	2
37	-1.6	1
38	-1.8	x
39	0.5	0
40	0.2	x

(more compounds)
nr	SMILES	Tcruzi prolif	Pf Dd2 inh
41	C[C@H]1CN([C@@H](C)CO)C(=O)c2cc(C#Cc3ccccc3F)cnc2O[C@H]1CN(C)C	87	-49
42	C[C@H](CO)N1C[C@H](C)[C@H](CN(C)C(=O)c2ccc(N3CCN(C)CC3)cc2)OCc2cn(nn2)CCCC1=O	u	11
43	CC(C)NC(=O)N(C)C[C@@H]1Oc2ccc(NC(=O)CCCCCC(=O)Nc3ccccc3N)cc2C(=O)N([C@H](C)CO)C[C@@H]1C	x	22
44	C[C@@H]1CN([C@@H](C)CO)C(=O)Cc2cc(NS(C)(=O)=O)ccc2O[C@@H]1CN(C)S(C)(=O)=O	14	20
45	COc1ccc2c3c([nH]c2c1)[C@H](CO)N(C(C)=O)CC31CCN(C(=O)CN2CCOCC2)CC1	x	-47
46	COc1ccccc1-c1ccc([C@H]2[C@H]3CN(Cc4ccncc4)CCCCN3[C@H]2CO)cc1	46	-12
47	Cc1ccccc1-c1ccc2c(c1)O[C@H](CN(C)C(=O)C1CC1)[C@@H](C)CN([C@@H](C)CO)S2(=O)=O	67	-27&-16
48	O=C(NC1CCCC1)[C@@H]1[C@@H](CO)[C@@H]2Cn3c(ccc(-c4ccccc4)c3=O)[C@H]1N2	x	1

nr	KDM4C inh	C diff HTS
41	28*	7
42	1.9	-3
43	-0.1	-5
44	2.3	-1
45	0.1	0
46	3.5	-18
47	-0.4	8&-3
48	-0.8	3

New compounds follow:
nr	SMILES	Tcruzi prolif	Pf Dd2 inh
49	COc1ccc(S(=O)(=O)N(C)C[C@H]2OCCCC[C@@H](C)Oc3ccc(NS(=O)(=O)c4ccccc4)cc3C(=O)N([C@H](C)CO)C[C@@H]2C)cc1	x	x
50	CCCN(C)C[C@H]1OCCCC[C@H](C)Oc2ccc(NC(=O)CCCN(C)C)cc2C(=O)N([C@H](C)CO)C[C@@H]1C	34	-1
51	C[C@H]1CN([C@@H](C)CO)C(=O)Cc2cc(NC(=O)c3ccncc3)ccc2O[C@@H]1CN(C)S(C)(=O)=O	19	11
52	COCC(=O)N1[C@H](C#N)[C@H](c2ccc(C3=CCCC3)cc2)[C@@H]1CO	40	28
53	CC(C)NC(=O)Nc1ccc2c(c1)C(=O)N([C@@H](C)CO)C[C@H](C)[C@@H](CN(C)C(=O)Nc1ccccc1)OCCCC[C@@H](C)O2	-2	-33
54	C[C@@H]1CN([C@@H](C)CO)C(=O)c2cc(NC(=O)CCC(F)(F)F)ccc2O[C@@H](C)CCCCO[C@@H]1CN(C)C(=O)Nc1ccc(F)cc1	-12	-76
55	C[C@@H](NC(=O)[C@H]1[C@H](CO)[C@H]2Cn3c(cccc3=O)[C@@H]1N2Cc1cccnc1)c1ccccc1	50	0
56	C[C@@H]1CN([C@@H](C)CO)C(=O)c2cc(C#Cc3ccccn3)cnc2O[C@@H]1CN(C)CC1CCCC1	38	-8

nr	KDM4C inh	C diff HTS
49	0.6	-15
50	1.8	-2
51	11	-2
52	-3.1	-4
53	0.1	-5
54	0.2	x
55	-1.0	-4
56	0.1	x

(listing goes on)
nr	SMILES	Tcruzi prolif	Pf Dd2 inh
57	O=S(=O)(c1ccccc1F)N1CC[C@H]2[C@H](CO)Nc3ccc(-c4ccc(F)cc4)cc3[C@H]21	90	4
58	CO[C@@H]1CN(C)C(=O)c2cc(NC(=O)Nc3cc(F)ccc3F)ccc2OC[C@H](C)NC[C@H]1C	22	-27
59	COc1ccccc1S(=O)(=O)N1CC[C@@H]2[C@@H](CO)N(C)c3ccc(-c4ccc(C#N)cc4)cc3[C@@H]21	23	-19
60	C[C@H](CO)N1C[C@H](C)[C@H](CN(C)C)Oc2ncc(C#CC3CC3)cc2C1=O	54	13

nr	KDM4C inh	C diff HTS
57	1.4	4
58	0.6	x
59	-8.5	-2
60	3.9	0
